Source: PubChem
SENP8 block-1 – SENP8 protease inhibition | actives 1.2% (n = 330,000) | Q96LD8 | purified SENP8, Z-RLRGG-aminoluciferin cleavage, luminescence | inhibition, % at 10 µM | AID 2540; in the data active = inhibition above about 50%
Target sequence (Q96LD8 whole entry, looked up): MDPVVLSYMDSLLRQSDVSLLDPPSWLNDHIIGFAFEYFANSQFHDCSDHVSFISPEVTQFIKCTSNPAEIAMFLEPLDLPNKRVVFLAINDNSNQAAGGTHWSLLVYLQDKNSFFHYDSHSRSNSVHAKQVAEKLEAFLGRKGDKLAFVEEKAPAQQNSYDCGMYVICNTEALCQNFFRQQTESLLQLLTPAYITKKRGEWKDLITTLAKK
SENP8 block-2 – inhibitors of human SENP8 protease. AID 602440. recombinant SENP8, Nedd8 substrate fluorescence. inhibition, % at 20 µM. actives 0.64% (n = 360,000); in the data active = inhibition mostly above about 40%, no sharp cut-off; inactive = mostly below about 27%
HKDC1 inh – inhibitors of human hexokinase HKDC1 | Q2TB90 | inhibition, % at 20 µM | actives 0.16% (n = 340,000) | recombinant HKDC1, G6PDH/diaphorase resazurin coupled fluorescence;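 active = inhibition above about 35% when tested at 20 µM, limit read from the data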;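 note: plate controls were DMSO wells with enzyme for no effect and DMSO wells lacking enzyme for full effect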
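Incubation: 90 min at room temperature in dark / Material: recombinant HKDC1 (HK5) hexokinase enzyme, produced in-house / Quantity: enzyme 5 µg/mL final / Compound: one dose of 20 µM, 1% DMSO / Reagent: glucose and ATP substrates / Buffer or medium: Tris pH 8.0 buffer with MgCl2, Tween-20, BSA, BME / Technique: resorufin fluorescence at 613 nm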
SENP6 block – blocks the human protease SENP6; Q9GZR1; Recombinant SENP6 catalytic domain, aminoluciferin luminescence; inhibition, % at 10 µM; actives 1.8% (n = 330,000); AID 2599;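 active = inhibition above about 50% at the single tested dose, limit read from the data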;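 note: plate controls were DMSO wells with enzyme for no effect and DMSO wells lacking enzyme for full effect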
Target sequence (Q9GZR1 628-1112 limits assumed): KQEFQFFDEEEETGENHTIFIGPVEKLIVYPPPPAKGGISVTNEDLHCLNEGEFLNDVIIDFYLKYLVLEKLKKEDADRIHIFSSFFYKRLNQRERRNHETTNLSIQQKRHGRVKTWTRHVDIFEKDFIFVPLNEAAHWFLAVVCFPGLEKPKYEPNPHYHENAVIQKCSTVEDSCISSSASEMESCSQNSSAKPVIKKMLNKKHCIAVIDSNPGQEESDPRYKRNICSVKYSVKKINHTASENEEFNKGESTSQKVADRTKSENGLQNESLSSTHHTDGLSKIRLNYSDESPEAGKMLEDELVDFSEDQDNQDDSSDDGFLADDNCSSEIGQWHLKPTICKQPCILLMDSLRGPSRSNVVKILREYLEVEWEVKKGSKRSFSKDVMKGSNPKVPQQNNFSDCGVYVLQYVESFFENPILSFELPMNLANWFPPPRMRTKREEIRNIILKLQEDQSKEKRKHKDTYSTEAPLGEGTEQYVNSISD
Apaf1 inhib – inhibitors of human Apaf-1 apoptosome; AID 489030; O14727; actives 0.71% (n = 330,000); reconstituted apoptosome caspase-3 activity, DEVD-Rh110 fluorescence; inhibition, % at 20 µM; active = inhibition of at least 40% at 20 µM;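 note: plate controls were DMSO wells for no effect and DEVD-CHO caspase inhibitor wells for full effect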
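Medium: Hepes buffer, pH 7.5 / System: biochemical Apaf-1 apoptosome reconstitution / Measured by: Rh110 fluorescence, excitation 480 nm, emission 540 nm / Times: compound with Apaf-1, dATP, procaspase-3 30 min, then 50 min reaction, room temperature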
SENP1 FRET inh – SENP1 (human) catalytic domain inhibition | recombinant SENP1 catalytic domain, CyPet-SUMO1-YPet FRET cleavage | inhibition, % at 10 µM | actives 0.21% (n = 360,000);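 active = inhibition at least 30% at 10 µM, raw YFP signal under a set limit, fluorescence ratio 0.5 to 1.5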;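 note: 0% = enzyme with DMSO and 100% = no enzyme wells; some results filed as inactive read as strong as hits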
Target sequence (Q9P0U3 419-644 limits assumed): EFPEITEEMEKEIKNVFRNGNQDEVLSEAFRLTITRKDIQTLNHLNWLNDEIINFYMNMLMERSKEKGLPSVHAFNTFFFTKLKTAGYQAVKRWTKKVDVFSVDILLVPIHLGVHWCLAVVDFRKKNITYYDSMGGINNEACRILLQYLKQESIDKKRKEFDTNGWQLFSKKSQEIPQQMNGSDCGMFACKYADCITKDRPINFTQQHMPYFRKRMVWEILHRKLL
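system = hSENP1 catalytic domain, recombinant | reagent = SFCypet-SUMO1-SFYpet substrate at 25 nM | doses = one dose per compound, 10 µM, 0.5% DMSO | incubation = enzyme reaction for 50 min at room temperature, dark | measured by = FRET, CFP and YFP emission | controls = no-enzyme low, enzyme-DMSO high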
PfGluPho inh – PfG6PD (Plasmodium falciparum) enzyme inhibition; AID 504690; actives 0.78% (n = 350,000); PfGluPho enzyme, NADPH resazurin-diaphorase fluorescence; inhibition, % at 20 µM;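 active = inhibition reaching at least a set limit at 20 µM in the primary screen, cut at about 59% in these data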;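 note: 0% = DMSO wells with substrate and 100% = DMSO wells lacking glucose-6-phosphate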
SENP7 block – SENP7 protease inhibition. Q9BQF6. recombinant SENP7, Z-RLRGG-aminoluciferin luminescence, 40 min. inhibition, % at 5 µM. actives 1.5% (n = 330,000). AID 434973;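 active = inhibition above about 50% at the single test dose, limit read from the data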;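 note: plate controls were DMSO with enzyme for no effect and no enzyme buffer wells for full effect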
* hit, by the source's call; x = not tested or not shown.

entry	compound	SENP8 block-1	SENP8 block-2	HKDC1 inh	SENP6 block	Apaf1 inhib	SENP1 FRET inh	PfGluPho inh	SENP7 block
1	CC12CN3CC(C)(CN(C1)C3c1ccc(Br)cc1)C2 (stereo not drawn)	3	10	-6	-7	13	3	-6	-10
2	CC(=O)N/N=C(\C)CCc1ccccc1	1	8	-3	-1	-12	3	-2	-2
3	CC1=C(C(=O)OC2CCCCC2)C(c2cccs2)n2c(nc3ccccc32)N1 (stereo not drawn)	2	-77	-4	-18	18	0	-11	-1
4	COc1ccccc1N1CCN(C2CCCN(C(=O)CCn3cncn3)C2)CC1 (stereo not drawn)	-1	20	-8	1	3	0	-12	6
5	O=C(COC(=O)c1nc(-c2ccccc2)n(-c2cccc(C(F)(F)F)c2)n1)NCc1cccs1	-14	22	-2	-22	13	0	3	-1
6	CCOc1ccc(N2CC(C(=O)NCCC3=CCCCC3)CC2=O)cc1 (stereo not drawn)	-5	3	-8	8	-9	0	10	-10
7	CCC(CC)NC(=O)c1cc(OC)c(OC)c(OC)c1	-7	29	-1	3	3	3	-7	-7
8	Cc1ccc(N(CC(=O)NCc2ccc3c(c2)OCO3)S(C)(=O)=O)cc1	-5	9	0	-10	7	2	-6	0
9	CCOC(=O)c1ccc(NC(=O)CSc2nnnn2C2CCCCC2)cc1	4	5	1	-5	-8	0	-3	-3
10	Cc1ccc(OCC(O)CN2C(=O)NC(C)(C)C2=O)c(C)c1 (stereo not drawn)	15	16	-9	0	-12	2	-10	2

Given in transposed form: part of the list above
[5] O=C(COC(=O)c1nc(-c2ccccc2)n(-c2cccc(C(F)(F)F)c2)n1)NCc1cccs1
[6] CCOc1ccc(N2CC(C(=O)NCCC3=CCCCC3)CC2=O)cc1 (stereo not drawn)
[7] CCC(CC)NC(=O)c1cc(OC)c(OC)c(OC)c1
[8] Cc1ccc(N(CC(=O)NCc2ccc3c(c2)OCO3)S(C)(=O)=O)cc1
[9] CCOC(=O)c1ccc(NC(=O)CSc2nnnn2C2CCCCC2)cc1

screen / no.,5,6,7,8,9
SENP8 block-1,-14,-5,-7,-5,4
SENP8 block-2,22,3,29,9,5
HKDC1 inh,-2,-8,-1,0,1
SENP6 block,-22,8,3,-10,-5
Apaf1 inhib,13,-9,3,7,-8
SENP1 FRET inh,0,0,3,2,0
PfGluPho inh,3,10,-7,-6,-3
SENP7 block,-1,-10,-7,0,-3

Other structures follow:
entry	compound	SENP8 block-1	SENP8 block-2	HKDC1 inh	SENP6 block	Apaf1 inhib	SENP1 FRET inh	PfGluPho inh	SENP7 block
11	CN(C)C(=O)c1ccc(Nc2nnc(-c3ccc(O)cc3)c3ccccc23)cc1	-6	-285	-2	-3	15	-2	-8	10
12	CCOc1ccc(Br)cc1S(=O)(=O)NC(=O)c1ccccc1	5	10	-12	-1	-3	0	9	-5
13	CCOC(=O)N1CCN(CC(=O)Nc2nnc(C(F)(F)F)s2)CC1	-10	10	4	15	1	-1	-15	11
14	CCCCOc1ccc(C(=O)NCCC(=O)NCCCC(=O)OCC)cc1	5	10	-1	5	-15	0	-13	-1
15	COc1cc(CNCc2ccccc2Cl)ccc1OCC(=O)NC1CCCCC1	4	10	-1	10	8	0	-3	3
16	O=C(c1cccs1)N(Cc1ccco1)C1CCS(=O)(=O)C1 (stereo not drawn)	0	5	8	-10	-10	1	8	3
17	COc1cc(C(=O)NC(=S)Nc2csc(-c3ccc(F)cc3)n2)cc(OC)c1OC	-4	24	0	-16	7	1	-25	-1
18	Cc1ccc(C(=O)Nc2ccccc2C(=O)NC(Cc2ccccc2)C(=O)O)cc1 (stereo not drawn)	4	-22	-12	-3	3	1	6	-2
19	COc1ccccc1CN(C)CC(=O)NC(=O)NC1CCCCC1	-4	-6	5	2	10	-2	9	7
20	Clc1ccc(CN2CC[C@H]3C=CCc4cccc(c43)C2)cc1	-9	-8	5	-2	16	-10	2	9
21	CCCCCCSc1cccc(-c2nc3ccc(C)cn3c2NCc2ccccc2)c1	14	-497	-5	17	19	-85	21	3
22	OC(CNCc1ccc2c(c1)OCO2)COc1ccccc1 (stereo not drawn)	2	25	0	-9	5	3	16	0
23	Cn1c(=O)n(C)c2cc(NC(=O)COc3ccc(F)cc3F)ccc21	0	4	-3	-5	-2	-1	5	-5
24	COc1ccccc1CNS(=O)(=O)c1cc(C(=O)NCC2CCCO2)c(Cl)cc1Cl (stereo not drawn)	1	10	-3	5	0	1	-8	4
25	CCOC(=O)CCCNC(=O)COC(=O)CCC(=O)c1ccc(F)cc1	-3	13	-3	-15	0	3	4	-11
26	O=[N+]([O-])c1cc(/C=N/O)ccc1Oc1cccc(Cl)c1	-1	1	-9	3	4	1	2	-1
27	CCc1cccc(NS(=O)(=O)c2c(C)[nH]c(=O)[nH]c2=O)c1	-6	14	-4	-4	-3	1	-4	-5
28	Nc1ccc(-c2n[nH]c(=O)c3ccccc23)cc1N	2	-19	11	0	3	4	32	-2
29	COc1ccccc1N1CCN(c2nc(C)cc(C)c2C#N)CC1	9	-6	-5	-3	-4	-22	-20	-4
30	Cc1cc(C)n2nc(C(=O)OCC(=O)N(C)Cc3ccccc3)nc2n1	-7	9	-8	-16	-4	1	-2	8
31	COCCOC1CCN(C(=O)C2CCC(=O)N(CCc3cccc(F)c3)C2)CC1 (stereo not drawn)	8	13	-2	5	-8	1	2	2
32	COc1ccc(C(=O)COC(=O)CNC(=O)c2cccs2)cc1Br	-11	9	-4	-27	10	2	-10	-5
33	O=C(CNC(=O)c1ccccc1F)NCCOc1cccc(Cl)c1Cl	3	14	-1	7	0	2	-6	3
34	O=C(COC(=O)CCCSc1nc2ccccc2[nH]1)Nc1ccc(Cl)cc1	-6	17	-8	-6	4	1	17	-3
35	CCCN1CCN(C(=O)c2cc3c(s2)-c2ccccc2OC3)CC1	65*	-424	5	71*	14	-11	-12	56*
36	CCCC(=O)N1CCCC(c2nc(-c3cccs3)no2)C1 (stereo not drawn)	-1	5	-10	-1	-9	2	11	-1
37	Cc1cccc(C)c1OCC(=O)Nc1ccccc1N1CCCCC1	1	9	3	7	24	-3	14	-1
38	CC1CCCN(S(=O)(=O)c2ccc(C(=O)Nc3nnc(C4=COCCO4)o3)cc2)C1 (stereo not drawn)	-3	3	x	12	10	2	x	-2
39	CC(Oc1ccc2c3c(c(=O)oc2c1)CCC3)C(=O)NCCCn1ccnc1 (stereo not drawn)	-9	-92	5	-11	-4	0	-8	-9
40	Cc1ccc(N2C(=O)CC(Sc3nc4ccccc4o3)C2=O)cc1Cl (stereo not drawn)	-1	12	6	-1	9	3	31	-2
41	O=C(COc1ccc2ccccc2c1)N1c2ccccc2Sc2ccccc21	-1	19	-2	-13	0	1	2	1
42	COc1ccc(Nc2c([N+](=O)[O-])ccc3c2=NC2(CCCCC2)N=3)cc1	1	19	31	12	24	3	31	-1
43	CCC1CCCN1Cn1cnc2c([nH]c3ccc(Cl)cc32)c1=O (stereo not drawn)	3	-38	-6	6	3	0	0	13
44	Cc1c(NC(=O)c2cnn3c(C(F)(F)F)cc(-c4ccco4)nc23)c(=O)n(-c2ccccc2)n1C	-2	3	-8	-10	4	2	2	0
45	CCSc1nc2sc3c(c2c(=O)n1-c1ccccc1)CCN(C(C)C)C3	-7	-286	2	-14	14	-26	0	-8
46	CSc1ccc(CN2CCCC(CNC(=O)c3ccc(F)cc3)C2)cc1 (stereo not drawn)	1	18	6	-2	-4	0	13	7
47	CC(C)NC(=O)NC(=O)CSc1ncc(C(F)(F)F)cc1Cl	8	9	-5	-3	-1	-4	-2	-5
48	CCc1cccc(C)c1NC(=O)COC(=O)C(NS(=O)(=O)c1ccc(Cl)cc1)C(C)O (stereo not drawn)	-9	14	-18	-20	5	1	-12	-5
49	O=C(c1ccc([N+](=O)[O-])cc1)N1CCN(Cc2ccccc2)CC1	-5	3	-9	-6	3	1	1	-11
50	CCN(CC)C(=O)CSc1nc(Cc2ccccc2)nc2ccccc12	-13	9	3	-23	18	2	-9	-6
51	O=C(NCC1CCCO1)c1ccc2c(=O)n(CC3CCCO3)c(=S)[nH]c2c1 (stereo not drawn)	6	15	4	-4	6	0	6	3
52	CCCCCC(=O)OCCc1c(C)nc2nc[nH]n2c1=O	4	4	-9	17	-5	0	-23	8
53	COc1cccc(/C=N/Nc2ccc(S(=O)(=O)O)cc2)c1O	4	-95	-10	17	-11	-1	-4	-10
54	COc1ccc(S(=O)(=O)NCCCN2CCOCC2)cc1F	-4	26	-4	6	-4	1	-14	-13
55	CCOC(=O)c1cc2c(C(F)(F)F)cc(-c3cccnc3)nc2o1	7	-90	-7	3	0	-6	-5	-2
56	Cc1cc(NC(=O)c2cccs2)cc(-c2nc3ncccc3o2)c1O	6	11	2	5	3	3	3	-3
57	Cc1ccc2cc(CN(CC3CCCO3)C(=S)NCc3ccco3)c(=O)[nH]c2c1 (stereo not drawn)	2	-34	-3	-12	-2	-10	23	8
58	C/C(=N\Nc1nc2ccccc2[nH]1)c1cc2ccccc2o1	-15	-203	-1	-10	15	-26	39	2
59	CCn1c(NCc2cccc(OC)c2OC)nc2ccccc21	0	17	-5	-7	0	2	0	-3
60	Cn1nc([N+](=O)[O-])nc1Sc1cccc2cccnc12	3	10	-19	9	-19	-1	25	6

The results go on.
entry	compound	SENP8 block-1	SENP8 block-2	HKDC1 inh	SENP6 block	Apaf1 inhib	SENP1 FRET inh	PfGluPho inh	SENP7 block
61	CCOC(=O)c1c(NC(=O)COC(=O)c2nc(Cl)ccc2Cl)sc(C(=O)N(C)C)c1C	4	9	-2	-8	12	1	-8	1
62	O=C(C[n+]1ccc2ccccc2c1)c1ccccc1	5	23	-5	1	13	2	6	12
63	CCCCn1c(N)c(N(CCC(C)C)C(=O)COC(=O)c2cccnc2Cl)c(=O)[nH]c1=O	-17	8	-1	-4	15	-4	-10	-8
64	CO/N=C/C(=N\Nc1cc(OC)cc(OC)c1)C(=O)c1ccccc1	-3	20	-9	-5	12	1	11	-7
65	COC(=O)Cn1c2ccc(F)cc2c2nc(C)sc21	2	19	-92	7	11	2	13	13
66	CCc1cc(C(=O)N2CCN(c3ccccn3)CC2)sc1C	-5	1	-6	-8	-11	1	-6	-5
67	CCCCn1c(N)c(N(CCC(C)C)C(=O)CCN2C(=O)C3CC=CCC3C2=O)c(=O)[nH]c1=O (stereo not drawn)	-7	5	-7	6	-3	-1	2	1
68	Cc1ccc2c(c1)C1CN(C)CCC1N2C(=O)COc1ccc(N(C)S(=O)(=O)c2cccs2)cc1 (stereo not drawn)	-4	10	-1	-8	-2	-1	20	1
69	CC(=O)Cc1nsc(NC(=O)c2cccs2)n1	-1	8	-8	10	-1	2	-4	5
70	O=C(c1noc2c1CSc1ccccc1-2)N1CCN(c2ccc(Cl)cc2)CC1	0	-27	-2	-31	21	2	6	-15
71	CNC(=O)c1nnn(Cc2ccccc2)c1NC(=O)C(F)(F)F	-7	26	2	-14	12	2	-4	-7
72	COC(=O)Cc1c(C)c2ccc(OCC(=O)N(C)C3CCS(=O)(=O)C3)cc2oc1=O (stereo not drawn)	-7	-415	-3	-13	0	0	-11	-7
73	COC(=O)C1=C(C)NC(=O)CC1c1ccccc1F (stereo not drawn)	-8	16	12	-5	-1	0	4	6
74	O=C(CCCCl)Nc1nc(-c2ccc3c(c2)OCCO3)cs1	0	9	-1	-38	15	1	-2	0
75	Cc1c(C(=O)O)cccc1-c1ccc(/C=N/Nc2ccc(Br)cc2)o1	1	-392	-4	13	8	-96	54	4
76	COC(=O)c1c(NC(=O)CN(c2ccc(C)c(C)c2)S(C)(=O)=O)sc2c1CCCC2	7	-2	-8	3	17	2	12	3
